CCR6 antagonist – antagonists of human CCR6 receptor | CHO-K1 CCR6 PathHunter beta-arrestin, luminescence, CCL20-stimulated | inhibition, % at 20 µM | P51684 | hit rate 0.49% among 340,000 | AID 493098;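 active = compounds whose inhibition of the agonist-driven luminescence signal at 20 µM reaches about 50%, limit read from the data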;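 note: cells stimulated with CCL20 at 14 nM final; plate controls were DMSO with CCL20 for no effect and DMSO without agonist for full effect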
Target sequence (P51684 whole entry, looked up): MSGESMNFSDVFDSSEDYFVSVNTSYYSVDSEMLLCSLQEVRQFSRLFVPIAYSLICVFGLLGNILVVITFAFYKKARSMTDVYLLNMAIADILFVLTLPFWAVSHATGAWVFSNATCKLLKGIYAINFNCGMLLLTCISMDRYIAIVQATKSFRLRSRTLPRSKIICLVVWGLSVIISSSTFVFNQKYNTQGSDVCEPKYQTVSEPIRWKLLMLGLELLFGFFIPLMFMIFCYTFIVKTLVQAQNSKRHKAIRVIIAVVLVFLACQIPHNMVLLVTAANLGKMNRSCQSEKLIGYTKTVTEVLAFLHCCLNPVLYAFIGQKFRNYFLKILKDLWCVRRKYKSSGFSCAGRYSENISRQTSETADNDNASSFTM
EBI2 block – blocks human EBI2 receptor beta-arrestin signaling | hit rate 0.81% among 360,000 | P32249 | inhibition, % at 5 µM | EBI2 beta-arrestin recruitment, luminescence, 7a,25-OHC stimulated; in the data active = inhibition above about 38%;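 note: enzyme fragment complementation signal reports receptor beta-arrestin coupling in cells; 0% = agonist plus DMSO wells and 100% = wells without agonist; some results beyond the cut were filed as inactive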
Target sequence (P32249 whole entry, looked up, the tested form may be a part): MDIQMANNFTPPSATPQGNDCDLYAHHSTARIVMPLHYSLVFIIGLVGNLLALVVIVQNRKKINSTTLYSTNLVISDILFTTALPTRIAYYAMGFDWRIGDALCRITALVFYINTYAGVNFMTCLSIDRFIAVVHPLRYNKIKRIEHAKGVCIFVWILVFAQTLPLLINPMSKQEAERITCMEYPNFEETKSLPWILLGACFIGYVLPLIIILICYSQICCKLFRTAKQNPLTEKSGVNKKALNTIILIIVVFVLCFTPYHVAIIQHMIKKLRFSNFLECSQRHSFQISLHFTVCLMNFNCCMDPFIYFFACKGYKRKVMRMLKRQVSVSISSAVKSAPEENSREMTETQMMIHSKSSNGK
Jurkat NFkB inh – inhibitors of the PMA/ionomycin-induced NF-kB reporter in Jurkat cells. hit rate 0.53% among 330,000. PMA/ionomycin-induced NF-kB luciferase reporter, luminescence. inhibition, % at 4 µM; in the data active = inhibition above about 50%
697 NFkB inh – inhibitors of the PMA/ionomycin-induced NF-kB reporter in 697 B cells. inhibition, % at 4 µM. hit rate 0.33% among 330,000. 697 B-cell NF-kB luciferase reporter, 16 h; in the data active = inhibition above about 35%
APJ antagonist – APJ receptor antagonism | P35414 | CHO-K1 APJ beta-arrestin complementation, luminescence | inhibition, % at 20 µM | hit rate 0.32% among 330,000 | AID 2521;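 active = inhibition above about 40% at 20 µM, limit read from the data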;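 note: cells challenged with 10 nM apelin-13 agonist together with compound; plate controls were apelin-13 plus DMSO wells for no effect and DMSO wells lacking apelin-13 for full effect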
CXCR6 inh – CXCR6 (human) receptor inhibition. inhibition, % at 20 µM. hit rate 0.36% among 360,000. CHO-K1 PathHunter CXCR6 beta-arrestin, luminescence. AID 602244; in the data active = inhibition above about 34%, passing the limit was not always enough;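 note: antagonist mode with CXCL16 agonist at 10 nM final; 0% = 10 nM CXCL16 with DMSO and 100% = unstimulated wells without agonist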
Target sequence (O00574 whole entry, looked up): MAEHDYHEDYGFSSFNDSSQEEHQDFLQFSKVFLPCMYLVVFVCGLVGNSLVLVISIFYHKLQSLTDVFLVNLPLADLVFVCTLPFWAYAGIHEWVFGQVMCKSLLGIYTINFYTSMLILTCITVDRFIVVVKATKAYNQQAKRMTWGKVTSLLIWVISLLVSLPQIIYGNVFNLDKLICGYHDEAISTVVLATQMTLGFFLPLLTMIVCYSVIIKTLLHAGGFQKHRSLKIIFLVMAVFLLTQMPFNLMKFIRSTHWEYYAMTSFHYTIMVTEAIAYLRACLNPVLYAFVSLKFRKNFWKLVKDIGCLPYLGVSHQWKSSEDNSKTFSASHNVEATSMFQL
Gli-Sufu antag – blocks Gli-Sufu signaling in a luciferase reporter. Sufu-KO-LIGHT fibroblasts, Gli luciferase reporter luminescence. inhibition, % at 5 µM. hit rate 0.74% among 340,000. AID 588413;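 active = inhibition above about 55%, limit read from the data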;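 note: 0% = DMSO-treated cells and 100% = wells with medium but no cells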
UBC13 polyUb – inhibitors of human UBC13 polyubiquitin chain formation; AID 485273; TR-FRET; inhibition, % at 20 µM; P61088; hit rate 0.47% among 330,000; in the data active = inhibition above about 45%, passing the limit was not always enough; inconclusive = no clear call, values can overlap the other calls
An asterisk follows results filed as active; u = inconclusive; x = no result given; & = joins results of further samples.

SMILES	CCR6 antagonist	EBI2 block	Jurkat NFkB inh	697 NFkB inh	APJ antagonist	CXCR6 inh	Gli-Sufu antag	UBC13 polyUb
NC(=O)C(=O)NN=C1C2CC3CC(C2)CC1C3	3	-6	0	5	-3	7	-12	2
CC(c1cccnc1)N(CCN(C)C)C(=O)Nc1ccc(Cl)c(Cl)c1 (stereo unspecified)	21	3	7	15	9	-1	12	12
CCc1noc(C)c1C(=O)Nc1ncc(C)s1	11	-7	-2	8	12	5	1	-5
CC[C@@H](C(=O)[C@@H](C)[C@@H](O)[C@H](C)CCc1ccc(C)c(O)c1C(=O)O)[C@H]1O[C@](CC)([C@H]2CC[C@](O)(CC)[C@H](C)O2)C[C@@H]1C	-31	-80	22	-103	-10	4	82*	-23
COc1ccc(NS(=O)(=O)c2cccc(C(=O)NN=Cc3cc(Br)c(O)c(Br)c3)c2)cc1	14	-7	13	18	8	4	7	-20
CC(C)OC(=O)CC1C(=O)NCCN1C(=S)NC(=O)c1ccccc1Cl (stereo unspecified)	2	-2	-1	4	4	-6	-9	7
COc1ccc(NC(=S)N2CCC(C(=O)c3ccc(Cl)cc3)CC2)cc1	-5	-4	x	x	x	-23	7	x
COc1ccc(NC2=Nc3ccccc3N[C@@]23C[C@H]2CCCC(=O)N4CC[C@@H](C3)[C@@H]24)cc1	5	3	x	x	x	3	4	x
CCN1CCN(Cc2cc(=O)oc3ccc(C)cc23)CC1	-12	-12	0	10	14	-1	9	-3
CC(=O)c1ccc(-c2c(C)cc3oc(=O)cc(-c4ccccc4)c3c2C)cc1	29	22	x	7	x	5	0	x
Nc1ccc(-c2nc3c(Cl)cc(N)cc3[nH]2)cc1	6	-10	24	-41	20	0	x	-42
CCOc1ccc(C(=O)N/N=C/c2ccc(SC)cc2)cc1	6	-3	17	12	-5	1	-2	6
CCN(CC)C(=O)CS(=O)(=O)CC(=O)Nc1cc(OCCOC)c(Cl)cc1Cl	10	-4	-2	-5	-30	-6	-22	1
CC1(C)C(CC2OCC(CN3CCCCC3)O2)[C@H]2CC[C@@H]1C2 (stereo partly specified)	5	6	-10	-4	13	-5	7	8
Cc1ccc(C)c(NC(=O)c2cc(-c3cc(C)ccc3O)n[nH]2)c1	6	34	-44	-60	-1	-13	x	2
COc1ccccc1NC(=S)N(CCCN(C)C)Cc1cc2cc3c(cc2[nH]c1=O)OCO3	7	-3	-16	-4	2	-1	-1	-10
NC(=O)c1ccccc1NS(=O)(=O)c1cccs1	3	-3	12	-3	21	1	-4	3
O=C(COC(=O)Cc1ccc(F)cc1)NC1CCS(=O)(=O)C1 (stereo unspecified)	-6	-6	4	11	-7	9	0	1
CC1C=CCC2C(=O)N(c3ccc(OC(=O)c4cccs4)cc3)C(=O)C12 (stereo unspecified)	8	10	10	-4	3	-10	-8	0
CC(C)c1cc(C(=O)NC2CCCCC2)no1	15	0	-87	-80	-9	10	-47	-5

Record cards, from the list above. Order of screens: CCR6 antagonist	EBI2 block	Jurkat NFkB inh	697 NFkB inh	APJ antagonist	CXCR6 inh	Gli-Sufu antag	UBC13 polyUb
CCOc1ccc(C(=O)N/N=C/c2ccc(SC)cc2)cc1 reads 6	-3	17	12	-5	1	-2	6
CC(C)c1cc(C(=O)NC2CCCCC2)no1 reads 15	0	-87	-80	-9	10	-47	-5

Sorted by count of non-hydrogen atoms (largest number first): 5 of the compounds above.
SMILES	CCR6 antagonist	EBI2 block	Jurkat NFkB inh	697 NFkB inh	APJ antagonist	CXCR6 inh	Gli-Sufu antag	UBC13 polyUb
CC[C@@H](C(=O)[C@@H](C)[C@@H](O)[C@H](C)CCc1ccc(C)c(O)c1C(=O)O)[C@H]1O[C@](CC)([C@H]2CC[C@](O)(CC)[C@H](C)O2)C[C@@H]1C	-31	-80	22	-103	-10	4	82*	-23
CC(=O)c1ccc(-c2c(C)cc3oc(=O)cc(-c4ccccc4)c3c2C)cc1	29	22	x	7	x	5	0	x
CC(C)OC(=O)CC1C(=O)NCCN1C(=S)NC(=O)c1ccccc1Cl (stereo unspecified)	2	-2	-1	4	4	-6	-9	7
CCOc1ccc(C(=O)N/N=C/c2ccc(SC)cc2)cc1	6	-3	17	12	-5	1	-2	6
CCN1CCN(Cc2cc(=O)oc3ccc(C)cc23)CC1	-12	-12	0	10	14	-1	9	-3

The list continues:
SMILES	CCR6 antagonist	EBI2 block	Jurkat NFkB inh	697 NFkB inh	APJ antagonist	CXCR6 inh	Gli-Sufu antag	UBC13 polyUb
O=C(CSc1nnc(-c2ccccc2NC(=O)c2ccccc2)o1)OC1CCCCC1	6	4	1	18	2	-2	-7	4
Cc1cccc(-n2cc(CN(C)Cc3nccn3C)c(-c3cccc(F)c3)n2)c1	23	8	-6	-7	11	-3	2	22
O=C(OCCN1C(=O)c2cccc3c(N4CCOCC4)ccc(c23)C1=O)c1ccccc1Cl	0	-36	x	x	x	-32	31	x
Cc1c(/C=C2\SC(=O)N(CC(=O)Nc3ccc4c(c3)OCO4)C2=O)c2ccccc2n1C	-9	-8	12	9	14	10	48	-2
Cc1ccc(S(=O)(=O)N2CCCC2C(=O)NC2CCCCC2)cc1 (stereo unspecified)	-23	1	-16	-20	8	5	10	-6
CCCCN1C(=O)C(=O)N(CC(=O)Nc2sc(C)c(CC)c2C(=O)OCC)C1=O	-3	-5	14	11	9	2	-10	-8
C[C@H]1COC(=O)[C@@H](CC(=O)OC(C)(C)C)C/C=C\C[C@@H](CC(=O)N[C@H](CO)Cc2ccccc2)C(=O)N1	-7	-5	-10	-5	10	-1	-3	6
Cc1ccc(C(C(=O)NCc2ccco2)N(Cc2ccco2)C(=O)CNC(=O)c2ccco2)cc1 (stereo unspecified)	-3	1	9	9	13	6	1	6
Cc1nnsc1C(=O)N1CCN(c2ccc(F)cc2)CC1	11	-10	-5	-19	-9	14	-3	-3
N#C/C(C(=O)NCc1ccco1)=C1/SC=C(c2ccccc2)N1c1ccccc1	2	1	13	-7	-13	9	17	13
S=P(N1CC1)(N1CC1)N1CC1	2	1	-2	-2	12	7	23	0
Cc1ccc(-c2noc(CN3CCOCC3)n2)cc1	-24	-5	-51	-54	20	-6	12	4
O=C(O)c1cc(Cl)c(Cl)cc1C(=O)Nc1cccc2cccnc12	0	-14	13	-18	-19	-6	3	-9
O=C(CN1CCC(Cc2ccccc2)CC1)Nc1ccc2c(c1)OCCO2	-11	x	-8	-3	6	x	9	-11
CCN(CC(=O)NC(C)C)Cc1nc2c(Br)cc(Br)cc2c(=O)[nH]1	-2	7	-2	8	-16	9	6	u
COc1ccc(C(=O)Nc2ccc([N+](=O)[O-])cn2)c(OC)c1	7	-10	-167	-223	4	-12	-77	-5
CCOc1ccc(N(C)C(=O)CCc2nnc3ccc(N4CCCC4)nn23)cc1	-1	9	16	1	15	6	0	2
CCOc1cc(C(=O)N(C)CC(=O)Nc2cccc3ccccc23)ccc1OC	6	4	-5	2	12	7	3	-1
Cc1cn(C2CC3OCC3O2)c(=O)[nH]c1=O (stereo unspecified)	-1	-7	3	5	13	-2	-1	5
O=C(COC(=O)Cc1c(F)cccc1Cl)NCCC1=CCCCC1	8	3	-6	18	-7	1	-6	8
Cn1c(N)c(C(=O)COC(=O)c2ccc3ccccc3c2)c(=O)n(C)c1=O	2	2	-3	9	5	-5	9	15
CCN(CC(=O)Nc1ccc(OC)cc1)C(=O)c1cc(S(=O)(=O)N2CCOCC2)ccc1N1CCCC1	4	-4	5	-4	-37	-3	10	-5
N=c1sccn1CC(=O)Nc1cccc(Oc2ccccc2)c1	7	2	17	12	-4	1	7	11
COc1ccc(N2C(=O)[C@@H]3[C@H](C2=O)[C@H]2c4ccccc4C=CN2[C@@H]3C(=O)Nc2ccccc2)cc1	-2	6	-1	-1	15	4	7	-15
O=C(Oc1ccccc1C(=O)N1CCOCC1)c1ccc(Br)cc1	0	-2	2	22	-6	5	-3	9
CCC1(C)N([O-])C(C)=C(c2ccccc2)[N+]1=O (stereo unspecified)	-13	-10	-3	-14	-50	-27	3	-14
O=C1CSC(c2ccc(Cl)cc2)N1C1CCCCC1 (stereo unspecified)	13	15	1	-3	11	8	-8	1
COc1ccc(C(=O)Nc2ccccc2C(=O)NCc2ccco2)cc1OC	7	4	13	37*	13	-3	-9	2
CCCn1c(SCC(=O)Nc2ccccc2-c2ccccc2)nnc1-c1ccoc1C	10	-2	1	-17	10	9	2	-4
C/C(CCc1ccc2c(c1)OCO2)=N\N=C(/N)SC1CC(=O)N(c2ccccc2F)C1=O (stereo unspecified)	17	-3	-1	0	10	-12	-7	-9
C=CCN1CC2CC3(COc4cc(C)cc(C)c4)C=CC2(O3)C1=O (stereo unspecified)	8	-6	-3	7	-15	9	-5	5
CC(C)c1cc(C(=O)OCC(=O)NC(=O)NCc2ccco2)c(O)c(C(C)C)c1	8	24	-2	4	3	0	8	-1
O=C(COC(=O)CSc1ccc(F)cc1)NC1CCCCCC1	2	-6	8	16	7	3	-5	5
O=C(CC1CCCC1)N1CCN(S(=O)(=O)c2ccc(F)cc2)CC1	2	0	-17	-13	-14	-3	3	-1
CCOc1ccc(CNc2ccc(N3CCOCC3)c(C(=O)O)c2)cc1	17	-4	15	14	9	4	5	6
CC(C)Sc1snnc1-c1ccccc1	14	-4	20	11	-9	0	0	4
Cc1nc(S(=O)(=O)Cc2ccc(Cl)cc2)nc2c1CCC2	5	-2	-6	5	-18	-4	-4	-8
CN1/C(=C/C2CC(=O)N(c3cccc4ccccc34)C2=O)C(C)(C)c2ccccc21 (stereo unspecified)	18	-1	9	5	-9	8	1	3
COC(=O)C1=C(C)N(C)C(=S)N(C)C1c1ccc(OC)cc1 (stereo unspecified)	-13	-6	-4	11	-9	5	2	4
O=C(Nc1nnc(SCc2cccc3ccccc23)s1)C1COc2ccccc2O1 (stereo unspecified)	1	-4	23	-7	-4	4	-5	2
O=C(c1cc(C2CC2)nn1-c1ccccc1)N1CCN(Cc2c(F)cccc2Cl)CC1	7	14	1	7	5	5	-5	8
O=C(Nc1ccc(-c2nnc(-c3ccccc3)o2)cc1)C(F)(F)F	3	-2	-127	-135	-14	1	-63	6
C=CCc1ccccc1OCC(O)CN1CCN(c2ccccc2OC)CC1 (stereo unspecified)	16	7&16	1	5	-17	2&-1	12	-7
NC(=O)C1(S(=O)(=O)c2ccccc2)CCCCC1	-15	-10	6	-7	18	-4	-1	-9
CCN(CC)c1ccc(NC(=S)NC(=O)Cc2ccccc2)cc1	18	0	-1	5	4	9	-11	-3
Cc1ccc(N=Cc2ccc(N(C)C)cc2)cc1C	-13	-3	-3	10	9	0	-5	0
O=c1[nH]n(-c2ccccc2)c(=O)c(Cl)c1Cl	7	2	-4	6	-35	0	1	1
COc1ccc(CC(=O)Nc2cc(C)ccn2)cc1	15	-2	-24	-6	2	-2	-10	-6
NC(=NCCc1ccccc1)NS(=O)(=O)c1ccc2ccccc2c1	-11	-8	-1	-14	2	7	-1	1
O=C(NCCN1Cc2ccccc2C1=O)c1cccs1	3	-7	-11	-2	7	-10	-12	1
Cc1cc(C(C)(C)C)oc1C(=O)N(CC(=O)NC1CCCC1)c1c(C)cccc1C	15	25	7	-14	-4	-1	16	-5
Cc1nn(C)c(C)c1NC(=O)CSc1nnc(C)n1-c1ccccc1	4	-14	-3	0	-4	0	-11	1
NNC(=O)C1C(O)CCC2CN3CCc4c([nH]c5ccccc45)C3CC21 (stereo unspecified)	12	-3	x	x	x	5	11	x
CCCCOc1ccc(/C=C/C(=O)Nc2ccc([N+](=O)[O-])cc2C)cc1	8	-8	23	-33	11	-4	6	-5
COc1ccccc1NC(=O)c1ccc([N+](=O)[O-])cc1[N+](=O)[O-]	-14	-18	9	-4	-16	-3	-12	-24
CC1(C)Cc2c(sc3nc4n(-c5ccccc5)c(=O)c(CCC(=O)O)nn4c(=O)c23)CO1	-4	-9	-2	21	-30	-16	8	-17
Cc1ccccc1CNS(=O)(=O)c1ccccc1[N+](=O)[O-]	-10	-9	-18	6	-34	-8	2	7
COc1ccc(NS(=O)(=O)c2ccc(NC(=S)NC(=O)C(C)C)cc2)cc1	19	-6	-13	11	7	17	2	6
O=C(c1ccc2c3c(cccc13)CC2)C1CCCN(C(=O)c2ccc(=O)[nH]c2)C1 (stereo unspecified)	-8	-18	-8	-7	-6	11	2	-16
Cc1cc(=O)[nH]c(N2CCOCC2)n1	2	-3	0	10	-5	0	1	2
CCN(CC(=O)NCCC1=CCCCC1)S(=O)(=O)c1ccccc1	9	-2	-6	11	-7	-1	-6	-3
